RGS4 inhibitor – Inhibitors of Regulator of G Protein Signaling (RGS) 4: qHTS; Regulator of G-protein signaling 4 (Homo sapiens), P49798; Transcreener GDP fluorescence polarization, RGS4-accelerated GTP hydrolysis; Potency, µM (doses to about 114 µM), for inactives: top-dose activity change, negative = inhibition, usual class: inhibitors; hit rate 0.039% among 390,000; further: potency means the concentration at half of the fitted maximal effect; on the % scale 0 is the no-effect control and ±100 the full control effect; nearly all actives have a fitted effect of over 75% in size; some results filed as inactive show a strong effect at the top dose
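MLSMR compounds (23 nl, pin-transferred) preincubated 10 min at room temperature with a 500nM (2x) first reagent, then RGS4 at 900nM (2x) plus Transcreener GDP mix added; fluorescence polarization (620/688 nm) read before and after 90 min at 30 °C.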
Pol eta inh – qHTS for Inhibitors of Polymerase Eta. hit rate 1.2% among 390,000. Potency, µM (titrated, usually from 114 µM), without a hit: top-dose activity change, negative = inhibition, actives largely listed as inhibitors. DNA polymerase eta (Homo sapiens), Q9Y253. recombinant Pol eta, fluorescent DNA replication assay; further: potency means the concentration at half of the fitted maximal effect; on the % scale 0 is the no-effect control and ±100 the full control effect
Target sequence (Q9Y253 whole entry, looked up): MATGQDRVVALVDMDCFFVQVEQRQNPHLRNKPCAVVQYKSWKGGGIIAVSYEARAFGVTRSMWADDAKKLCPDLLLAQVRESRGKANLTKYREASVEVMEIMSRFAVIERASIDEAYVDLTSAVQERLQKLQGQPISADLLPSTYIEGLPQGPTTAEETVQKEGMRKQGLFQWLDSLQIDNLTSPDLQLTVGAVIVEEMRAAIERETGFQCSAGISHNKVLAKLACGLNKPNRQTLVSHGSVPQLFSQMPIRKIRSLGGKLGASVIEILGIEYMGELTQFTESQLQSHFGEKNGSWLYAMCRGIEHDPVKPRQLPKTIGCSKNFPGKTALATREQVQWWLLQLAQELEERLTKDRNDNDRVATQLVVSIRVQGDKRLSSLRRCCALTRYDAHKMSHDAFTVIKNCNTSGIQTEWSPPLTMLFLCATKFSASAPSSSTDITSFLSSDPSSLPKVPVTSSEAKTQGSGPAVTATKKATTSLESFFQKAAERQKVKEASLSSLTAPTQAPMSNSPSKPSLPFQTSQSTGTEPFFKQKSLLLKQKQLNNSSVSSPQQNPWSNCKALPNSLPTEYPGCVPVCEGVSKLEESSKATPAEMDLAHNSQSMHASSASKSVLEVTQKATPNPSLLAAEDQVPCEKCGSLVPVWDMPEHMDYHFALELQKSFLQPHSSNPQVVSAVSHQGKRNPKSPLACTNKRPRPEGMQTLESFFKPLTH
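Pol eta (10 nM) was preincubated with compounds for 15 min at room temperature, after which fluorescent replication substrate (50 nM final) was added to start the reaction. Fluorescence was read kinetically at 0 and 10 min.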
Pol kappa inh – qHTS for Inhibitors of Polymerase Kappa | Potency, µM (highest dose often 107 µM), for the others: top-dose activity, negative = inhibition, hits mostly inhibitors | purified Pol kappa, fluorescent DNA synthesis assay, 10 min | hit rate 0.53% among 400,000 | AID 588579, 2011; further: potency means the concentration at half of the fitted maximal effect; on the % scale 0 is the no-effect control and ±100 the full control effect
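Here, compound and 10 nM enzyme are combined for 15 min at room temperature; adding 50 nM substrate (final) starts DNA synthesis, tracked by fluorescence at 0 and 10 min against buffer-only wells.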
ERG-DNA inh – qHTS for Small Molecule Inhibitors of the ERG Ets/DNA interaction; fluorescence polarization, His-ERG Ets domain / labelled DNA; Potency, µM (series often up to 76.9 µM), inactives show at the highest dose FP activity, negative = inhibition, most hits filed as inhibitors; hit rate 0.028% among 370,000; AID 624246, 2012; active means well fitted inhibition curve with a large enough effect in the polarisation, with a control signal flat; inconclusive means small, poorly fitted or top-dose-only effect, or effect the other way, or a change in a side signal; inactive means no such curve, though single readings can be large or run the other way; the % refers to the polarisation;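 further: polarization taken with two DNA probes labelled with fluorescein and Texas red; potency means the concentration at half of the fitted maximal effect; % of control where 0% means no effect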
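His-tagged ERG Ets domain (1 uM in the protein solution; 300mM KCl, 50mM Tris-HCl, 1mM EDTA, 1mM DTT, pH 7.5) received compound, then a probe mix of 5 nM fluorescein-DNA and 100nM Texas-615-DNA. Fluorescence polarization was read for both dyes.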
12-LOX inh – Primary qHTS assay for inhibitors of human arachidonate 12S-lipoxygenase (ALOX12): Round 2; hit rate 1.1% among 580,000; purified 12hLO, xylenol orange hydroperoxide absorbance; AID 1671190, 2021; Potency, µM (doses to about 108 µM), for the others: at the highest dose activity change, negative = inhibition, usual class: inhibitors; Polyunsaturated fatty acid lipoxygenase ALOX12 (Homo sapiens), P18054; further: potency means the concentration at half of the fitted maximal effect; on the % scale 0 is the no-effect control and ±100 the full control effect
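Purified human 12hLO (150 nM final) in 25 mM Hepes, 0.01% Triton X-100, pH 7.0 was preincubated 15 min at room temperature with compound. Then 40 uM arachidonic acid was added, 30 min. Hydroperoxide was read by Fe-XO absorbance ratio 573/405 nm.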
POLB inh – qHTS Assay for Inhibitors of DNA Polymerase Beta; hit rate 1.3% among 340,000; AID 485314, 2010; Potency, µM (doses to about 114 µM), for the others: top-dose activity change, negative = inhibition, usual class: inhibitors; P06746; Pol beta primer extension/strand displacement, fluorescence kinetic; further: potency means the concentration at half of the fitted maximal effect; on the % scale 0 is the no-effect control and ±100 the full control effect
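Curves were derived by four-parameter Hill fits of normalized qHTS data. The kinetic fluorescent primer-extension read was taken at 0 and 10 min after 50 nM substrate, following a 15 min room-temperature preincubation of 10 nM enzyme with compounds.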
APEX1 inh – qHTS Assay for Inhibitors of the Human Apurinic/apyrimidinic Endonuclease 1 (APE1); DNA repair nuclease/redox regulator APEX1 (Homo sapiens), P27695; recombinant APE1, TAMRA/BHQ-2 abasic DNA cleavage fluorescence; Potency, µM (titrated, usually from 65.8 µM), inactives show at the top dose activity change, negative = inhibition, actives largely listed as inhibitors; hit rate 0.35% among 350,000; AID 2517, 2012;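 further: potency means the concentration at half of the fitted maximal effect; plate controls were vehicle for no effect and reference inhibitor for full effect; nearly all actives have a fitted effect of over 55% in size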
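Compound pre-exposure to 0.75 nM APE1, 15 min at ambient temperature. Reaction initiated with 50 nM TAMRA/BHQ-2 THF substrate, read immediately in kinetic mode, 525 nm excitation, 598 nm emission.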
LDHA block – qHTS assay for inhibitors of human lactate dehydrogenase | L-lactate dehydrogenase A chain (Homo sapiens), P00338 | purified LDHA, NADH/diaphorase-resazurin fluorescence; active compounds read low | activity change, % (values are at about 110 or 230 µM) | hit rate 0.15% among 480,000 | AID 1347041, 2019; in the data active means activity change below about -30%; inconclusive means mostly about -25% to -30%;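 further: plate controls were DMSO wells for no effect and wells without enzyme for full effect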
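Resorufin fluorescence (ex540/em590), read at 0 and 20 min after diaphorase/resazurin addition, reports the NADH left after a 5 min room-temperature reaction of 2 nM human LDH5 with 0.06 mM NADH and 0.2 mM pyruvate.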
Apoferritin bind – qHTS Assay for Identification of Novel General Anesthetics; apoferritin/1-aminoanthracene competitive binding, fluorescence; Ferritin light chain (Equus caballus), P02791; AID 485281, 2010; Potency, µM (series often up to 77.5 µM), without a hit: at the highest dose activity change, negative = displacement, actives largely listed as inhibitors; hit rate 0.074% among 350,000; further: potency means the concentration at half of the fitted maximal effect; on the % scale 0 is the no-effect control and ±100 the full control effect; nearly all actives have a fitted effect of over 20% in size
Target sequence (P02791 2-175 limits assumed): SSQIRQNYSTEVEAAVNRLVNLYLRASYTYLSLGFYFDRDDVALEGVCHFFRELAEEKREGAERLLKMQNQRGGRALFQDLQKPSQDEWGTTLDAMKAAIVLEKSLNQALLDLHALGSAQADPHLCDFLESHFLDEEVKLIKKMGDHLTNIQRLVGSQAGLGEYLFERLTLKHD
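In PBS, apoferritin at 10 uM is loaded with 1-AMA from a 50% saturated solution. After 10 min of compound exposure at ambient temperature, reduced 535 nm fluorescence indicates probe displacement.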
* marks the source's active call; other numbers are inactive results; & = joins results of further samples; [ ] = another dose, or the depositor's remark. Unless noted, the call rests on the fitted dose curve; in most records, active means well fitted curve in the direction sought with a large enough effect; inconclusive means small, poorly fitted or top-dose-only effect, or another doubt; inactive means no such curve, though single readings can be large; an effect the other way counts as inactive or inconclusive.

How did Cc1ccc(S(=O)(=O)NC(CC(=O)NCC2CCCO2)c2ccccc2)cc1 (centres undefined) do in these assays?
RGS4 inhibitor: 2.9%; Pol eta inh: 18.3%; Pol kappa inh: 4.5%; ERG-DNA inh: 13.0%; 12-LOX inh: 2.0%; POLB inh: 51.2%; APEX1 inh: -8.6%; LDHA block: -0.3; Apoferritin bind: -5.0%

Results for CCN1CCN(c2cc(C)c3cc(NC(=S)N4CCCCC4)ccc3n2)CC1 ?
RGS4 inhibitor: -11.0%; Pol eta inh: 2.4%; Pol kappa inh: -26.0%; ERG-DNA inh: 3.5%; 12-LOX inh: 7.9%; POLB inh: -9.2%; APEX1 inh: -11.0%; LDHA block: 9.6; Apoferritin bind: -1.8%

What do the screens show for `Cn1c(SCC(=O)Nc2ccccc2F)nnc1-c1cccs1`?
RGS4 inhibitor: -14.9%; Pol eta inh: -16.9%; Pol kappa inh: 1.1%; ERG-DNA inh: 8.5%; 12-LOX inh: -3.7%; POLB inh: 8.7%; APEX1 inh: 55.5%[activator]; LDHA block: -1.0; Apoferritin bind: 3.8%

What do the screens show for `COc1cc(-c2noc(-c3cc4cc(F)ccc4oc3=O)n2)cc(OC)c1OC`?
RGS4 inhibitor: -7.9%; Pol eta inh: -2.8%; Pol kappa inh: -14.9%; ERG-DNA inh: 6.3%; 12-LOX inh: -11.3%; POLB inh: -17.6%; LDHA block: -0.4; Apoferritin bind: 3.5%

Results for O=C(NCc1ccc(F)cc1)C1CC(=O)N(C2CCCC2)C1 (centres undefined) ?
RGS4 inhibitor: 3.5%; Pol eta inh: -21.6%; Pol kappa inh: 0.4%; ERG-DNA inh: 7.8%; 12-LOX inh: 0.0%; APEX1 inh: 2.3%; LDHA block: -2.8

What do the screens show for `COCCCNC(=O)c1c(NC(=O)Cc2coc3c(C)c(C)ccc23)sc2c1CCCC2`?
RGS4 inhibitor: -3.8%; Pol eta inh: -22.5%; Pol kappa inh: -11.2%; ERG-DNA inh: 5.2%; 12-LOX inh: -21.6%; POLB inh: 0.6%; LDHA block: 0.6; Apoferritin bind: 47.5%[activator]

How did CC1CCCCC1NC(=O)c1ccc(S(=O)(=O)N2CCN(C)CC2)cc1 (centres undefined) do in these assays?
RGS4 inhibitor: -12.2%; Pol eta inh: -18.7%; Pol kappa inh: 6.8%; ERG-DNA inh: -9.5%; 12-LOX inh: 9.4%; POLB inh: 18.7%; APEX1 inh: 2.5%; LDHA block: -4.1; Apoferritin bind: -8.7%

What do the screens show for `COc1ccc(CCNC(=O)CCc2c(C)nc3c(-c4ccc(F)cc4)c(C)nn3c2C)cc1OC`?
RGS4 inhibitor: -5.5%; Pol eta inh: -10.7%; Pol kappa inh: 1.7%; ERG-DNA inh: -5.7%; 12-LOX inh: inconclusive; POLB inh: 22.9%; LDHA block: -0.4; Apoferritin bind: -5.5%

Results for CCNC(=O)C(=O)NCCc1ccc(Cl)cc1 ?
RGS4 inhibitor: 17.7%; Pol eta inh: -13.3%; Pol kappa inh: -6.2%; ERG-DNA inh: -6.5%; 12-LOX inh: -3.1%; POLB inh: 6.4%; APEX1 inh: 4.1%; LDHA block: -9.3; Apoferritin bind: -4.4%

Results for CN(Cc1ccccc1)S(=O)(=O)c1nnc(NC(=O)c2ccccc2F)s1 ?
RGS4 inhibitor: 4.8%[56.9 µM]; Pol eta inh: -5.7%; Pol kappa inh: -7.0%; ERG-DNA inh: 11.5%; 12-LOX inh: 5.1%; POLB inh: -23.2%; APEX1 inh: 44.7%[activator]; LDHA block: -0.3; Apoferritin bind: 0.5%

Results for CSC1=NCCN1C(=O)c1cccc(C(F)(F)F)c1 ?
RGS4 inhibitor: -22.4%; Pol eta inh: 4.1%; Pol kappa inh: -0.8%; ERG-DNA inh: 10.8%; 12-LOX inh: -19.0%; POLB inh: 1.5%; APEX1 inh: -7.2%; LDHA block: -6.0; Apoferritin bind: -9.5%

What do the screens show for `COc1cccc(CNC(=O)CCCn2nc(C)n3c(cc4sccc43)c2=O)c1`?
RGS4 inhibitor: -8.8%[56.9 µM]; Pol eta inh: -10.9%&10.9%; Pol kappa inh: -9.3%&11.0%; ERG-DNA inh: -0.4%&-9.4%; 12-LOX inh: 4.5%&-5.5%; POLB inh: 3.3%&25.2%; APEX1 inh: -0.6%; LDHA block: -9.6&-5.7; Apoferritin bind: -8.9%&-3.1%

What do the screens show for `O=C(CN1C(=O)NC2(CCc3ccccc32)C1=O)Nc1cc(C(F)(F)F)ccc1N1CCOCC1` (centres undefined)?
RGS4 inhibitor: -11.4%; Pol eta inh: -12.4%; Pol kappa inh: -7.5%; ERG-DNA inh: 12.8%; 12-LOX inh: 2.4%[57.4 µM]; POLB inh: -7.7%; APEX1 inh: -0.5%; LDHA block: -8.4; Apoferritin bind: inconclusive

How did COc1ccc(NC(=O)c2scc(S(=O)(=O)C(C)C)c2N)cc1 do in these assays?
RGS4 inhibitor: 5.6%; Pol eta inh: -7.9%; Pol kappa inh: -1.9%; ERG-DNA inh: -0.5%; 12-LOX inh: 0.0%; POLB inh: 10.2%; APEX1 inh: 7.9%; LDHA block: -7.7; Apoferritin bind: -13.4%

How did O=C(Nc1cnccn1)c1cccnc1 do in these assays?
RGS4 inhibitor: 0.9%; Pol eta inh: -10.8%; Pol kappa inh: 1.2%; ERG-DNA inh: 1.3%; 12-LOX inh: 1.2%; POLB inh: 5.4%; APEX1 inh: -3.0%; LDHA block: -11.1; Apoferritin bind: -6.5%

What do the screens show for `CC(C)(C)OC(=O)N1CCC2(CC1)C(C#N)=C(N)OC1=C2C(=O)CCC1`?
RGS4 inhibitor: 21.1%; Pol eta inh: -6.7%; Pol kappa inh: -4.1%; ERG-DNA inh: 22.1%; 12-LOX inh: 0.6%; POLB inh: -1.9%; APEX1 inh: -3.0%; LDHA block: 0.0; Apoferritin bind: -8.6%

What do the screens show for `CCOC(=O)C=C(OC(=O)c1ccc(OC)cc1)c1ccccc1`?
RGS4 inhibitor: 4.4%; Pol eta inh: -8.3%; Pol kappa inh: -21.9%; ERG-DNA inh: -4.2%; 12-LOX inh: -20.0%; LDHA block: -1.5

Results for CN(CCCNC(=O)CCc1cn(C)c2ccccc12)C1CCCCC1 ?
RGS4 inhibitor: -35.8%[56.9 µM]; Pol eta inh: -5.0%; Pol kappa inh: -9.9%; ERG-DNA inh: -3.1%; 12-LOX inh: -2.2%; POLB inh: 6.4%; APEX1 inh: 49.7%[activator]; LDHA block: -2.6; Apoferritin bind: -1.3%

What do the screens show for `CCOC(=O)COc1ccc2c(c1)c(C(=O)OCC)c(C)n2CC`?
RGS4 inhibitor: 4.1%; Pol eta inh: -20.8%; Pol kappa inh: -9.5%; ERG-DNA inh: 0.1%; 12-LOX inh: -15.8%; POLB inh: -9.8%; APEX1 inh: -4.5%; LDHA block: 2.7; Apoferritin bind: -14.3%

What do the screens show for `CN(C)C(=O)CCCCCCCCC(=O)N(C)C`?
RGS4 inhibitor: -15.2%; Pol eta inh: -5.7%; Pol kappa inh: -5.7%; ERG-DNA inh: 1.9%; 12-LOX inh: 12.2%; POLB inh: -1.8%; APEX1 inh: -3.8%; LDHA block: 1.3; Apoferritin bind: 7.3%

How did Cc1ccc(C2C3=C(CCCC3=O)Nc3[nH]c(=S)[nH]c(=O)c32)cc1 (centres undefined) do in these assays?
RGS4 inhibitor: inconclusive; Pol eta inh: 2.1%; Pol kappa inh: -19.6%; ERG-DNA inh: 2.7%; 12-LOX inh: inconclusive; POLB inh: 7.2%; APEX1 inh: -0.9%; LDHA block: -1.5; Apoferritin bind: inconclusive

What do the screens show for `O=C(c1ccccc1NS(=O)(=O)c1cccc(C(F)(F)F)c1)N1CCc2ccccc21`?
RGS4 inhibitor: -9.7%; Pol eta inh: inconclusive; Pol kappa inh: -8.3%; ERG-DNA inh: -5.1%; 12-LOX inh: -26.3%; POLB inh: 22.7%; APEX1 inh: 14.0%; LDHA block: -7.4; Apoferritin bind: -11.6%

What do the screens show for `COc1ccc(C(=O)CSc2nncn2C)cc1`?
RGS4 inhibitor: -53.4%; Pol eta inh: -18.4%; Pol kappa inh: -3.6%; ERG-DNA inh: 10.6%; 12-LOX inh: 0.4%; POLB inh: 21.3%; APEX1 inh: 2.2%; LDHA block: -3.2; Apoferritin bind: -16.7%

High-throughput results from PubChem BioAssay.

Only part of the results is shown (hit frequency here may not be typical).
